DAT uptake mod – modulates human dopamine transporter uptake under cocaine | LLC-PK1 hDAT cells, [14C]-dopamine uptake with cocaine IC80; actives deviate in either direction | B-score at 10 µM | AID 449768 | 1.3% of 110,000 active;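 active = Z score or B-score, a plate-position-corrected score, falls beyond the plate's 99.7% confidence bounds, in either direction; inactive = both scores lie inside the 99.7% bounds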;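 note: scored against the spread of the other compound wells on the same plate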
Target sequence (Q01959 whole entry, looked up): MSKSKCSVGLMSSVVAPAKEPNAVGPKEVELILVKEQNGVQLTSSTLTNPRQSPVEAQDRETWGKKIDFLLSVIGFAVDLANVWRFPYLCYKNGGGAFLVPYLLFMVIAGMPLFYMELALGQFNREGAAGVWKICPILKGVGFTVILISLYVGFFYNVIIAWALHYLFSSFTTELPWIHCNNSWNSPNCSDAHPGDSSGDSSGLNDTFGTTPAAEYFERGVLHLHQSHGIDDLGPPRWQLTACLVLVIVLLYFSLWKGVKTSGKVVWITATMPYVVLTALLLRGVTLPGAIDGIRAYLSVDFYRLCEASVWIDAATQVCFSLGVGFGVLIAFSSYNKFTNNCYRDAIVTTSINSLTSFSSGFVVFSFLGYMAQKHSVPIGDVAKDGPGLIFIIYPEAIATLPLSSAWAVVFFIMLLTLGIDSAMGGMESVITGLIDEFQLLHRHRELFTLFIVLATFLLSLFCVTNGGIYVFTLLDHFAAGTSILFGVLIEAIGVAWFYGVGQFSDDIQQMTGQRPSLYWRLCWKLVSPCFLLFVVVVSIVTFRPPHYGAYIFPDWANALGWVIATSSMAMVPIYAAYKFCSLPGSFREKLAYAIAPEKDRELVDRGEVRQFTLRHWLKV
* marks the source's active call; other numbers are inactive results. Not all compounds are listed; rates above refer to the full screens.

For CCO[C@H]1OC(C(=O)N2CCN(Cc3ccccc3)CC2)=C[C@@H](c2coc3ccccc3c2=O)[C@@H]1CCCO the results were DAT uptake mod 1.4.
Cc1ccc(S(=O)(=O)CC2CSc3nc4ccccc4n32)cc1 (centres undefined) was read as DAT uptake mod -0.79.
`C/C=C(\C)C(=O)Nc1cccc(C2=NOC3(C2)C[C@H](C(N)=O)N(C(=O)C(c2ccccc2)c2ccccc2)C3)c1` (some centres undefined) gave DAT uptake mod 0.65.
Screening CCN(CC)C(=O)CC(c1ccc2c(c1)OCO2)c1c(OC)cc(OC)c2c(-c3ccccc3)cc(=O)oc12 (centres undefined) returned DAT uptake mod 2.1.
`CC1(C)[C@@H](O)CC[C@]2(C)C3C(O)C=C4[C@H]5C[C@@](C)(C(=O)O)CC[C@]5(C)CC[C@]4(C)[C@]3(C)CC[C@@H]12` (some centres undefined) gave DAT uptake mod 2.6.
For CC(C)(C)OC(=O)NCCCC[C@H](NC(=O)c1nc[nH]c1C(=O)NCc1ccccc1)C(=O)OC(C)(C)C the results were DAT uptake mod 2.2.
CCN1C(=O)N[C@@H](c2cccc(C(F)(F)F)c2)[C@@H](C(=O)OC)[C@H]1C was read as DAT uptake mod 0.57.
`CC1CC(C)CN(C(=O)CSc2nc(Cc3cccs3)nc3ccccc23)C1` (centres undefined) gave DAT uptake mod 0.65.
`COc1cccc(SCc2noc(C(=O)NCCCN3CCOCC3)c2C(=O)NCCCN2CCOCC2)c1` gave DAT uptake mod -0.44.
`CCOC(=O)C[C@H]1c2cc(C(F)(F)F)ccc2S(=O)(=O)N1Cc1ccccc1` gave DAT uptake mod -0.33.

Looked up one by one from the entries so far (2):
For CC(C)(C)OC(=O)NCCCC[C@H](NC(=O)c1nc[nH]c1C(=O)NCc1ccccc1)C(=O)OC(C)(C)C the results were DAT uptake mod 2.2.
`CC1(C)[C@@H](O)CC[C@]2(C)C3C(O)C=C4[C@H]5C[C@@](C)(C(=O)O)CC[C@]5(C)CC[C@]4(C)[C@]3(C)CC[C@@H]12` (some centres undefined) gave DAT uptake mod 2.6.

Carrying on:
C=C1[C@@H](OC(C)=O)CC[C@]2(C)[C@@H]1C[C@@H]1C[C@H](OC(C)=O)C(C)=C([C@@H](OC(C)=O)[C@@H]2OC(C)=O)C1(C)C was read as DAT uptake mod 0.8.
`C/C(CCN1CCCCc2nc(C)c(C)cc21)=N\OC[C@@H](O)[C@H]1O[C@@H]2OC(C)(C)O[C@@H]2[C@H]1O` gave DAT uptake mod 0.54.
For CCO[C@@H]1OC(C(=O)NCc2nc3ccccc3[nH]2)=C[C@H](c2ccccc2)[C@H]1CCCO the results were DAT uptake mod 2.7.
Screening CC(C)(C)[C@H]1C=C(C(=O)Nc2ccccc2)O[C@@H](OCCCCO)C1 returned DAT uptake mod 0.45.
For CCn1c(COc2ccc(=O)n(-c3ccccc3)n2)nnc1SCc1ccccc1C the results were DAT uptake mod 2.
Screening C#CCOCCOCCOCCNc1nc(N2CCN(C(=O)[C@H](CCC(=O)O)n3cc(C(N)Cc4ccc(O)cc4)nn3)CC2)nc(N2CCN(C(=O)[C@H](CCCCN)n3cc(C(N)[C@H](C)CC)nn3)CC2)n1 (some centres undefined) returned DAT uptake mod 0.27.
Screening CCOCC(=O)Nc1cccc(-c2nc3cccnc3s2)c1C returned DAT uptake mod -0.43.
For CC(=O)n1cc([C@@H]2C=C(C(=O)NCc3ccccc3)O[C@H](OCc3ccc(CO)cc3)C2)c2ccccc21 the results were DAT uptake mod 2.2*.
Screening C#CCO[C@@H]1C[C@H](n2cnc3c(NC(=O)c4ccccc4)ncnc32)O[C@@H]1CO returned DAT uptake mod -0.49.
Screening C#CCOCCOCCOCCNc1nc(N2CCN(C(=O)[C@H]([C@@H](C)CC)n3cc([C@@H](N)CO)nn3)CC2)nc(N2CCN(C(=O)[C@H](CCCCN)n3cc([C@@H](N)C(C)CC)nn3)CC2)n1 (some centres undefined) returned DAT uptake mod -0.0046.
`COc1cc(OC)c2c(-c3ccccc3)cc(=O)oc2c1C(CCN1CCCCC1)c1ccc(N(C)C)cc1` (centres undefined) gave DAT uptake mod 0.85.
For CC(C)c1nc(SCC(=O)N2c3ccccc3CC2C)c2ccccc2n1 (centres undefined) the results were DAT uptake mod -0.47.
`CC(=O)OC1C([N+]2(C)CCCCC2)C[C@H]2C3CC[C@H]4C[C@H](OC(C)=O)C([N+]5(C)CCCCC5)CC4(C)[C@H]3CCC12C` (some centres undefined) gave DAT uptake mod -0.92.
Screening C[C@@H]1CCC[C@@]2(O[C@H](CCO)C[C@@H](O)[C@@H]2O)O1 returned DAT uptake mod -0.51.
Screening Cc1nc(C(=O)NCCC(C)C)sc1C1(C)CC(c2ccccc2)=NO1 (centres undefined) returned DAT uptake mod -0.052.
Screening CNC(=O)c1[nH]cnc1C(=O)N[C@@H](CC(C)C)C(=O)OCc1ccccc1 returned DAT uptake mod -0.0072.
Screening COC(=O)c1ccc2ccccc2n1 returned DAT uptake mod -0.43.
For CCOc1ccc(CC(=O)NCc2ccc3c(c2)cc(C)n3C)cc1 the results were DAT uptake mod 1.2.
Screening c1ccc(-c2ccc3sccc3n2)cc1 returned DAT uptake mod 0.96.
`CCc1cc(Cl)c(OC)c(C(=O)NC[C@@H]2CCCN2CC)c1O` gave DAT uptake mod -0.87.
For CC(C)C[C@@H](CN(N=O)[C@@H](Cc1ccccc1)CN(C)N=O)N(CCc1ccccc1)N=O the results were DAT uptake mod -0.33.
For Cc1cc(C)c(S(=O)(=O)N2CCOC2CNC(=O)C(=O)NCCc2c[nH]c3ccccc23)c(C)c1 (centres undefined) the results were DAT uptake mod 0.82.
`CCCNc1nc(C)cc(-c2cc(C(=O)NC3CCCC3)on2)n1` gave DAT uptake mod -0.088.
O=C(NCCF)C1Nc2ccc(OC(F)(F)F)cc2C2C=CCC12 (centres undefined) was read as DAT uptake mod -0.28.
`CCC(=O)OC1(C)C(=O)C=C2C=C(c3ccc(C#N)cc3)OC=C2C1=O` (centres undefined) gave DAT uptake mod -0.69.
Screening O=C(NCc1nc2ccccc2[nH]1)C1=C[C@@H](C2CCCCC2)C[C@@H](OCCCCO)O1 returned DAT uptake mod -0.35.
`O=C(Nc1ccccc1)C1(c2ccccc2)CC1(Cl)Cl` (centres undefined) gave DAT uptake mod -1.1.
Screening COc1cc(C)cc(C(=O)O)c1C1=C(O)c2cccc(O)c2C(=O)C1=O returned DAT uptake mod -1.6.
Screening C=CCN1C=C2C(=O)C(C)(OC(=O)C3CCCC3)C(=O)C(c3ccccc3)=C2C=C1CCCC(=O)OC (centres undefined) returned DAT uptake mod 1.8.
`C#CCOCCOCCOCCNc1nc(N2CCN(C(=O)[C@H](CCCCN)n3cc(C(N)CO)nn3)CC2)nc(N2CCN(C(=O)[C@H](CCC(=O)O)n3cc(C(N)CC(C)C)nn3)CC2)n1` (some centres undefined) gave DAT uptake mod 2e-05.
For COc1cccc(CN2C(=O)[C@H]3Cc4c([nH]c5ccccc45)C(C)(C)N3C2=O)c1 the results were DAT uptake mod 1.4.
`N#CCc1c(C#N)c(N)nc(N2CCCC2)c1C#N` gave DAT uptake mod -0.53.
O=S(=O)(NCc1ccco1)c1ccccc1Br was read as DAT uptake mod -0.31.
`CC(C)CC(CO)N1CCN(C(=O)c2ccc(Cl)c(Cl)c2)CCC1=O` (centres undefined) gave DAT uptake mod -0.35.
For CCCCCc1cc(=O)oc2c(C(CCN3CCCCC3)c3cc(OC)c(OC)c(OC)c3)c(OC)cc(OC)c12 (centres undefined) the results were DAT uptake mod -1.4.
Screening CCC/C=C1/CCCOC(C(=O)NCCNCCO)(C(F)(F)F)C1 (centres undefined) returned DAT uptake mod -0.85.
Screening CC(C)NC(=O)C(=O)NCCCOC(C)C returned DAT uptake mod -0.62.
Screening Fc1cccc(F)c1-c1nc2c(s1)CCc1onc(-c3ccc(Br)cc3)c1-2 returned DAT uptake mod 0.68.
For CC(C)C[C@@H]1NC(=O)[C@H](Cc2ccccc2)N(C)C(=O)[C@H](C)NC(=O)c2ccccc2NC(=O)[C@H](Cc2ccc(O)cc2)N(C)C1=O the results were DAT uptake mod 0.5.
For O=C(NCc1cc(C(F)(F)F)cc(C(F)(F)F)c1)C1CC(c2ccc(C(F)(F)F)cc2)=NO1 (centres undefined) the results were DAT uptake mod -0.43.

Sorted by SMILES length (ascending): some entries from above.
`N#CCc1c(C#N)c(N)nc(N2CCCC2)c1C#N` gave DAT uptake mod -0.53.
Screening CCC/C=C1/CCCOC(C(=O)NCCNCCO)(C(F)(F)F)C1 (centres undefined) returned DAT uptake mod -0.85.
Screening Fc1cccc(F)c1-c1nc2c(s1)CCc1onc(-c3ccc(Br)cc3)c1-2 returned DAT uptake mod 0.68.
For O=C(NCc1cc(C(F)(F)F)cc(C(F)(F)F)c1)C1CC(c2ccc(C(F)(F)F)cc2)=NO1 (centres undefined) the results were DAT uptake mod -0.43.
For CCCCCc1cc(=O)oc2c(C(CCN3CCCCC3)c3cc(OC)c(OC)c(OC)c3)c(OC)cc(OC)c12 (centres undefined) the results were DAT uptake mod -1.4.
For CC(C)C[C@@H]1NC(=O)[C@H](Cc2ccccc2)N(C)C(=O)[C@H](C)NC(=O)c2ccccc2NC(=O)[C@H](Cc2ccc(O)cc2)N(C)C1=O the results were DAT uptake mod 0.5.

Molecules above that contain a cyano group (2):
`CCC(=O)OC1(C)C(=O)C=C2C=C(c3ccc(C#N)cc3)OC=C2C1=O` (centres undefined) gave DAT uptake mod -0.69.
`N#CCc1c(C#N)c(N)nc(N2CCCC2)c1C#N` gave DAT uptake mod -0.53.

The list continues:
Screening CC1(C)CC(=O)C=C(c2cccnc2)C1 returned DAT uptake mod 0.041.
For CCC(=O)c1ccc2c(c1)N(CCCN(C)C)c1ccccc1S2 the results were DAT uptake mod -0.16.
Cn1c(N)c(S(=O)(=O)NCc2ccccc2)c(=O)n(C)c1=O was read as DAT uptake mod 0.74.
Screening CC(C)[C@H](CO)Nc1nc(NCc2ccc(S(N)(=O)=O)cc2)c2ncn(C(C)C)c2n1 returned DAT uptake mod -1.7.
Screening CC(C)(C)OC(=O)NCCCC1=CC2=CC(=O)C(C)(O)C(=O)C2=CO1 (centres undefined) returned DAT uptake mod -1.1.
For COC(=O)C1=C(C(=O)OC)[C@@H]2N(C)c3ccc(OC)cc3[C@@]23C[C@@H](C(=O)OC)N(C(=O)NC2CCCCC2)C3=N1 the results were DAT uptake mod 1.1.
`CC(C)n1cnc2c(Nc3cccc(F)c3)nc(NCCO)nc21` gave DAT uptake mod -1.2.
For O=C1OCC2OC(O)C(O)C(O)C2OC(=O)c2cc(O)c(O)c(O)c2-c2c(O)c(O)c3oc(=O)c4c(c(O)c(O)c5oc(=O)c2c3c54)-c2c1cc(O)c(O)c2O (centres undefined) the results were DAT uptake mod 1.
CC(C)[C@@H]1NC(=O)c2cc([N+](=O)[O-])cc(I)c2NCC[C@@H](C(N)=O)NC(=O)[C@H](CO)NC1=O was read as DAT uptake mod 0.21.
N#CCC(=O)N1CC2(CC(c3cccc(NC(=O)COc4ccc(Cl)cc4)c3)=NO2)C[C@@H]1C(N)=O (some centres undefined) was read as DAT uptake mod 0.036.
For C[C@H](NC(=O)c1nc[nH]c1C(=O)NCc1ccc(CNC(=O)OC(C)(C)C)cc1)C(=O)OC(C)(C)C the results were DAT uptake mod -0.063.
Screening O=C(NCc1ccc2[nH]c3c(c2c1)CCCC3)c1ccc(S(=O)(=O)N2CCCC2)cc1 returned DAT uptake mod 0.032.
Screening COC(C[C@H](O)C[C@H](O)[C@H](C)OCc1ccccc1)OC returned DAT uptake mod -0.18.
C/C=C1\COC(C(=O)NCCCN2CCCC2=O)(C(F)(F)F)C=C1C=C(C)C (centres undefined) was read as DAT uptake mod 0.6.
NCCCC[C@H]1CNC(=O)C(=O)N1CCC12CC3CC(CC(C3)C1)C2 was read as DAT uptake mod 0.18.
Screening CCCNC(=O)C1(CC2CC(c3ccccc3)=NO2)CCNCC1 (centres undefined) returned DAT uptake mod -0.82.
Screening COc1cccc(OC)c1OCCNCC1CSc2ccccc2O1 (centres undefined) returned DAT uptake mod 0.2.
For CC1=C(/C=C/C(C)=C/C=C/C(C)=C/C=C/C=C(C)/C=C/C=C(C)/C=C/C2=C(C)CCCC2(C)C)C(C)(C)CCC1 the results were DAT uptake mod 0.35.
Screening S=C1NC[C@H](Cc2cccc3ccccc23)N1CC1CCCCC1 returned DAT uptake mod -0.73.
COc1ccc(C(CC(=O)N2CCCC(C)C2)c2c(OC)cc(OC)c3ccc(=O)oc23)cc1 (centres undefined) was read as DAT uptake mod 2.
`C#Cc1ccc([C@@H]2C=C(C(=O)N3CCN(Cc4ccc5c(c4)OCO5)CC3)O[C@H](OCC)[C@H]2CCCO)cc1` gave DAT uptake mod -0.025.
`C=CCOC(=O)C1=C[C@H](c2ccc(Br)cc2)[C@@H](CCCO)[C@H](OCC)O1` gave DAT uptake mod 0.19.

From PubChem
